esBAF inh – blocks esBAF chromatin remodeling in mouse ES cells. Bmi1-luciferase knock-in reporter, 24 h; 100% = twice the neutral-well signal. reporter increase, % at 12.5 µM. 2% of 350,000 active. AID 602393; in the data active means activation above about 40%;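 further: 0% = median of the plate's neutral control wells and 100% = double that signal; a rise in the Bmi1 reporter signal indicates esBAF inhibition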
S100A4 MyoIIA – blocks human S100A4 binding to myosin IIA peptide | P26447 | S100A4/TAMRA-MyoIIA peptide fluorescence polarization | inhibition, % at 10.7 µM | 0.14% of 360,000 active | AID 652163;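 active means mean inhibition of at least 70% across replicates, with every replicate also reaching that level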
Target sequence (P26447 whole entry, looked up): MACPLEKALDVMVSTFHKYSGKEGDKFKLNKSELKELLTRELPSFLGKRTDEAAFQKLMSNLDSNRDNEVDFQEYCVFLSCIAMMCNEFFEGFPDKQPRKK
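Test system: S100A4 monomer protein. Medium: HEPES buffer with Ca2+, pH 7.2. Reagent: fluorescent myosin IIA peptide, 5 nM. Compound dosing: single-point compound testing. Timing: 5 min between mix addition and reading. Benchmarks: DMSO neutral and TFP positive wells.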
FN deposit inh – fibronectin deposition inhibition. 0.086% of 350,000 active. AH1F fibroblasts, Alexa488-fibronectin deposition fluorescence, overnight. AID 743247. inhibition, % at 12.6 µM;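 active means mean inhibition across replicates of 30% or more, regardless of how many single replicates reach that level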;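 further: positive control wells lacked labelled fibronectin entirely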
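Assay system: AH1F fibroblast monolayer, labelled fibronectin deposition. Amount: 10000 cells per well. Also added: labelled fibronectin 24 nM. Compound: single-point pinned compound. Incubation: cell attachment 1 h, compound and FN exposure overnight. Detection: fluorescence after three HBSS washes, excitation 485 nm, emission 525 nm. Read-out: inhibition of fibronectin deposition signal.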
SIRT5 block – blocks human SIRT5 desuccinylation of peptide; Q9NXA8; Purified SirT5, succinyl-peptide AMC, trypsin-coupled fluorescence; inhibition, % at 15 µM; 1.1% of 330,000 active; AID 652115; in the data active means inhibition above about 15%
Target sequence (Q9NXA8 whole entry, looked up): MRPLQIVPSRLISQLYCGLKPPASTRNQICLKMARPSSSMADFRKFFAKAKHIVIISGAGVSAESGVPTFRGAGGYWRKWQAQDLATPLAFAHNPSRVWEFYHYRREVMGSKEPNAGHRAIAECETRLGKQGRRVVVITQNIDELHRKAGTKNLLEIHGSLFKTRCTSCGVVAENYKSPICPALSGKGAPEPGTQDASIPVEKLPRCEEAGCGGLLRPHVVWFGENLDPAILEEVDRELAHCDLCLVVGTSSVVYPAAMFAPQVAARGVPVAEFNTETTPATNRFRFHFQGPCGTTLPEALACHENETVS
CASP6 VEID inh – blocks human caspase-6 cleavage activity; P55212; purified caspase-6, Z-VEID-R110 cleavage fluorescence; inhibition, % at 12.5 µM; 0.53% of 350,000 active; AID 686996;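 active means mean inhibition across replicates at least about 35%, with every replicate also reaching that limit, limit read from the data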;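 further: 0% = median of neutral control wells and 100% = no fluorescence left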
Target sequence (P55212 24-179 limits assumed): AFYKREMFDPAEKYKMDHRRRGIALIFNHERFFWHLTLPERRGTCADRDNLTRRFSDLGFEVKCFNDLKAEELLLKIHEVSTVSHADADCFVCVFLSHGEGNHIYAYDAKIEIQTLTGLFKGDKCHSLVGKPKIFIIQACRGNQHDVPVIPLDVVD
Target sequence (P55212 194-293 limits assumed): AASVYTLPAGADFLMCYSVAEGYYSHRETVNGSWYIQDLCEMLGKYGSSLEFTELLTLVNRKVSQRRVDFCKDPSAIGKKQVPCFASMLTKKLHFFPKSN
C2C12 statin – suppressors of simvastatin-induced myotoxicity in C2C12 myotubes; ATP luminescence, 48 h; scaled: DMSO 0, geranylgeraniol control 100; rescue of ATP level, % at 7.49 µM; 0.78% of 330,000 active;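 active means mean ATP rescue above about 67%, or every replicate alone reaching that limit, limit read from the data, passing the limit was not always enough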;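 further: myotubes were challenged with 10 µM simvastatin during compound exposure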
LGR2 antag – blocks bursicon-induced cAMP signaling via Drosophila LGR2 | HEK293 LGR2, CRE-luciferase, bursicon-stimulated, 4 h | inhibition, % at 9.99 µM | 0.35% of 380,000 active | AID 720647;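 active means drop in luminescence signal, shown as inhibition above about 50% in the replicate tests, limit read from the data, passing the limit was not always enough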;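 further: agonist challenge used bursicon conditioned medium at about half maximal strength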
* marks the source's active call; other numbers are inactive results; . = not tested or not shown; & = joins results of further samples.

SMILES	esBAF inh	S100A4 MyoIIA	FN deposit inh	SIRT5 block	CASP6 VEID inh	C2C12 statin	LGR2 antag
CCOc1cccc(NC(=O)c2ccc(S(=O)(=O)N(C)C)cc2)c1	-6	0	5	-2	-5	-38	5
CNCc1cc(Br)c(OCC(=O)Nc2ccccc2OC)c(OC)c1	.	3	7	24*	-2	.	-2
CSc1nnnn1-c1ccc(C(=O)OCC(=O)N2CCOCC2)cc1	-1	.	-5	.	.	5	.
Cc1cc2[nH]c(=O)c3ccccc3n2n1	-7	.	0	.	.	-5	.
Cc1ccc(S(=O)(=O)NCC[C@@H]2CC[C@H](NC(=O)c3ccccn3)[C@@H](CO)O2)cc1	1	-4	.	12	1	-9	-22
Cc1ccc(S(=O)(=O)CCC(=O)Nc2nnc(-c3ccco3)o2)cc1	-10	-8	-8	-3	4	-4	25
N=C(c1ccc([N+](=O)[O-])cc1)N1CCCCC1	.	1	10	0	0	.	19
NC1=C(O)C(=O)C(c2ccccc2)O1 (configuration not stated)	-9	-1	2	-5	10	6	-6
O=C(Nc1cc(F)ccc1F)N1CC(=O)N2[C@H](CO)[C@@H](c3ccc(-c4ccc(F)cc4)cc3)[C@H]2C1	.	-33	.	4	1	.	14
CCOc1ccccc1NC(=O)c1ccc(S(=O)(=O)N(C)c2ccccc2)cc1	4	-9	19	1	2	-3	6
CC(C)NC(=O)N(C)C[C@H]1Oc2ccc(NC(=O)C3CC3)cc2CC(=O)N([C@H](C)CO)C[C@@H]1C	-5	-3	.	9	0	-54	-15
COc1ccc(CCC(=O)Nc2ccc(C)c(S(=O)(=O)N(C)C)c2)cc1OC	14	.	-6	.	.	-5	12
Brc1ccc(-c2csc(N3CCCCCC3)n2)cc1	19	-13	3	0	-2	-4	-39
Nc1nnc(SCc2ccccc2)n1-c1ccccc1	-3	.	-1	.	.	4	.
Cc1ccc(OCc2cc(C(=O)N(C)CCc3ccccn3)no2)cn1	-4	1	-1	1	-5	4	12
CC(OC(=O)c1ccc2c(=O)n3c(nc2c1)CCCCC3)C(=O)Nc1ncc(Cl)cc1Cl (configuration not stated)	.	-5	6	-2	1	.	0
COCCSc1ccccc1C(=O)N1CCN(c2ccccc2)CC1	1	-8	2	-1	0	2	8
Cc1cccc(C(=O)N[C@H](C(=O)Nc2nc3ccccc3[nH]2)C(C)C)c1	.	-3	-3	5	-1	.	34
COc1ccc2c(c1)CCc1c(C(=O)N(C)c3ccccc3)noc1-2	56*	-5	-2	-2	11	-14	-61
CC1CCN(S(=O)(=O)c2cccc(C(=O)N(C)C3(C)CCS(=O)(=O)C3)c2)CC1 (configuration not stated)	0	4	13	-1	-15	-3	-3
COc1cc(C2c3[nH]c4ccccc4c3C[C@H]3C(=O)N(CCO)CC(=O)N23)cc(OC)c1OC (some centres not stated)	1	-1	12	-3	-1	9	-4
C=CCn1c(O)c(N=NC(=S)Nc2ccccc2C)c2cc(S(=O)(=O)N3CCOCC3)ccc21	3	3	3	-2	1	-31	14
O=C(c1cccnc1)N1CC2(C1)[C@H](c1ccccc1)[C@H](CO)N2C(=O)c1cccnc1	.	-12	.	-1	1	.	10
Cc1ccc(F)cc1NC(=O)Nc1cc(C(C)(C)C)nn1C	-2	-2	-1	-2	3	4	.
O=C(NCc1ccccn1)Nc1ccc(Cl)cc1Cl	.	-5	0	-2	-1	.	-16
O=C(CCC(=O)Nc1ccc(F)cc1)N/N=C/c1cccc(Br)c1	3	1	-5	-2	1	-4	-3
COc1ccc2c(=O)c3c(=O)n(-c4ccccc4)c(-c4ccc(C)cc4)nc3oc2c1	4	-6	-1	1	2	-4	-21
CC(=O)N1c2ccc(S(=O)(=O)N3CCC(C(=O)N4CCN(c5ccc(Cl)cc5)CC4)CC3)cc2CC1C (configuration not stated)	-2	-4	-7	-1	1	-12	3
CCc1nnc(NC(=O)CSc2nncc(=O)n2N)s1	.	0	1	-1	2	.	6
CCNC(=O)/C(=C/c1ccco1)NC(=O)/C=C/c1ccccc1	-7	.	1	.	.	-2	.
NS(=O)(=O)c1ccc(CNC(=O)/C=C/c2ccccc2[N+](=O)[O-])cc1	.	6	-6	-1	-1	.	4
O=C(C[C@@H]1CC[C@@H](NS(=O)(=O)c2ccc(F)cc2)[C@H](CO)O1)NCCN1CCCCC1	-4	5	.	-7	.	0	-34
CCC(NC(=O)Cc1c(C)c2cc3c(cc2oc1=O)OC(C)(C)CC3)C(=O)O (configuration not stated)	19	-6	3	-81	-2	11	17
O=C(CCCc1ccccc1)NCc1ccc(Cl)cc1	-7	-2	-4	1	-1	-4	-10
Cc1ccc(Cl)cc1N1C(=O)CC(Sc2ccccc2N)C1=O (configuration not stated)	2	-1	-1	-3	0	6	2
O=C(C[C@@H]1CC[C@@H](NC(=O)Nc2ccc(F)cc2)[C@H](CO)O1)NCCN1CCCC1	4	2	1	-6	0	0	-3
CCNc1ccc(C(=O)OCC(=O)NC(=O)NCC(C)C)cc1[N+](=O)[O-]	.	5	.	-1	-3	.	4
CCOC(=O)C1=C(O)C(=O)N(c2ccccc2)C1c1cccc([N+](=O)[O-])c1 (configuration not stated)	.	-1	-9	-1	-3	.	.
CCC(C)C(NS(=O)(=O)c1ccc(C)cc1)C(=O)O (configuration not stated)	-12	-2	3	.	8	8	-8
CCCCn1c(=N)n(CC(=O)c2ccco2)c2ccccc21	1	-5	.	.	-1	-25	18
Cc1ccc(C(=O)Nc2ccccc2C(=O)N2CC3(C)CC2CC(C)(C)C3)cc1 (configuration not stated)	10	.	-6	.	.	-4	.
CCCN(CCC)c1ncnc2nc[nH]c12	-12	-3	15	-2	1	18	25
CN(C)S(=O)(=O)c1cccc(C(=O)N2CCN(S(=O)(=O)c3ccc4c(c3)OCCO4)CC2)c1	0	2	-5	.	-2	5	-18
CCOc1ccc2c(CC)cc(=O)oc2c1OCC	.	0	4	.	-1	.	-22
COc1ccc(-c2ccc([C@H]3[C@@H](CO)N4C(=O)CNC[C@H]34)cc2)cc1	.	0	.	0	-1	.	21
CC(=O)c1ccc(S(=O)(=O)N2CCN(C(=O)CSc3ccc(F)cc3)CC2)cc1	-2	-3	1	-3	0	-1	-1
COc1ccc(NC(=O)N(C)C[C@H]2Oc3c(NS(=O)(=O)c4cccs4)cccc3C(=O)N([C@H](C)CO)C[C@@H]2C)cc1	0&7	-32&-2	1	0	-1&-2	-8&8	-10&-5
C=C1c2ccccc2O[C@H](C(=O)OCC)[C@H]1OC	1	-1	10	0	-3	-3	-20
O=C(CSc1nccn1-c1cccc(Cl)c1)Nc1ccc2c(c1)OCCO2	0	-3	-4	-1	4	-17	0
CC1(C)CN(Cc2cccnc2)C(=O)[C@H]1CC(=O)Nc1ccc(Br)cc1	2	-25	-3	-7	0	-3	3
CNC[C@@H]1OCCCC[C@@H](C)Oc2ccc(NC(=O)CCCN(C)C)cc2C(=O)N([C@H](C)CO)C[C@H]1C	5	.	.	.	.	-22	-3
O=C(NCC(c1ccco1)N1CCN(c2ccccc2F)CC1)c1ccco1 (configuration not stated)	5	-4	-1	-8	4	9	2
O=C(C[C@@H]1CC[C@H]2NC[C@H](O)COC[C@@H]2O1)Nc1ccc(-c2ccccc2)cc1	0	-5	-1	-1	-1	-16	-3
CC(Sc1ncnc2sccc12)C(=O)Nc1ccc(S(=O)(=O)N2CCOCC2)cc1 (configuration not stated)	0	-2	-6	0	-1	0	13
CC(C)NC(=O)N1CCCCN2[C@@H](CO)[C@H](c3ccc(C#CC4CC4)cc3)[C@@H]2C1	-2	1	.	2	0	24	-12
COc1ccc(NC(=O)N(C)C[C@@H]2Oc3c(NC(=O)c4ccncc4)cccc3C(=O)N([C@@H](C)CO)C[C@H]2C)cc1	3	5	0	.	2	-35	5
O=C(C[C@H]1C/C=C\CC[C@H](Cc2ccc(F)cc2)C(=O)OC[C@H]2CCCN2C1=O)N[C@H](CO)Cc1ccccc1	-1	-4	2	1	-4	-15	3
CCCCNC(=O)CCn1c(=O)c2cccn2c2ccc(F)cc21	-3	2	9	1	2	-6	12
COc1ccccc1CC(=O)NNC(=O)c1cccs1	5	1	3	-6	-2	-5	.
CO[C@@H]1CN(C)C(=O)c2cc(NS(C)(=O)=O)ccc2OC[C@@H](C)N(C(=O)C2CCOCC2)C[C@@H]1C	-13	-7	-4	0	1	-4	1
Continuation:
SMILES	esBAF inh	S100A4 MyoIIA	FN deposit inh	SIRT5 block	CASP6 VEID inh	C2C12 statin	LGR2 antag
COc1cc(NC(=O)C2CCCN(c3ncnc4c3nc3n4CCCCC3)C2)cc(OC)c1OC (configuration not stated)	8	12	4	-3	-1	-46	-7
CCn1c(Cc2ccccc2)nnc1SCC(=O)Nc1ccccc1F	5	1	-15	-5	-1	-4	1
Cc1cc(CNC(=O)C(C)Cc2ccccc2)nn1C (configuration not stated)	-2	0	-12	.	1	14	-3
O=[N+]([O-])c1ccccc1S(=O)(=O)N(CC1CO1)c1ccccc1 (configuration not stated)	-2	-3	3	0	5	10	2
COc1ccc(S(=O)(=O)N2CCCC2)c2ccccc12	0	-10	-5	-2	1	18	-1
COc1ccc(C(=O)N2CCN(Cc3ccccc3[N+](=O)[O-])CC2)cc1	-5	0	1	.	-2	0	-16
COc1cc(NC(=O)C2CCCN2C(=O)C2CCC(C)CC2)cc(OC)c1OC (configuration not stated)	7	-4	9	0	3	-3	-8
C[C@H](CO)N1C[C@H](C)[C@@H](CN(C)C(=O)Nc2ccc3c(c2)OCO3)Oc2ccc(N(C)C)cc2C1=O	5	5	.	2	-3	1	.
O=C1CSC(c2cccc(O)c2)N1Cc1ccccc1 (configuration not stated)	-5	-4	2	-8	0	-5	-7
Cc1[nH]c2ccccc2c1CCN(Cc1cccnc1)C(=S)Nc1cccc(F)c1	-5	3	-1	2	4	0	11
CC(=O)NNC(=S)NC(=O)c1ccc(C)cc1	.	-26	.	-2	-3	.	-2
Cc1ccc(CNc2ccc(O)cc2)cc1	-16	.	-7	.	.	22	.
C/C=C/c1ccc([C@H]2[C@@H](CO)N(C(=O)Cc3cccnc3)[C@@H]2CNC(C)=O)cc1	0	.	4	0	.	-6	-1
COc1ccnc(N2CCN(c3ccccc3)CC2)c1C#N	.	0	.	-1	0	.	1
C#CCNC(=O)C1=C[C@@H](C(C)(C)C)C[C@@H](OCCCCO)O1	.	-11	.	-7	0	.	.
CCOC(=O)C1CCCN(CC(=O)Nc2nc(-c3ccccc3)cs2)C1 (configuration not stated)	-2	-1	-7	-2	-1	-2	0
Cc1ccc(CN2CC(N3CCN(C)CC3)CS2(=O)=O)cc1 (configuration not stated)	-9	-2	5	-3	0	3	20
CCS(=O)(=O)NCC[C@@H]1CC[C@@H](NC(=O)C2CCCCC2)[C@H](CO)O1	0	.	.	.	.	0	-1
C/C(CC(=O)Nc1ccc(Cl)cc1Cl)=N\NC(=O)c1cnccn1	-8	-1	-28	-2	0	12	-7
CCOc1ccc(NC(=O)COC(=O)c2ccc(S(=O)(=O)N3CCOCC3)cc2)cc1	0	1	4	1	-3	10	11

Compound activity as filed in PubChem BioAssay.

Not all compounds are listed. The share of hits here may be higher or lower than overall.
